High-throughput results: PubChem BioAssay, several laboratories
proKLK7 act – activators of human kallikrein-7 zymogen | 370,000 tested, 0.9% active | purified proKLK7, EDANS-DABCYL substrate fluorescence; 100% is mature enzyme control, 0% vehicle | P49862 | activation, % at 7 µM;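 active means activation above the mean of all tested compounds plus 3 SD, computed per campaign excluding outliers beyond control limits, cut at about 13% in these data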
GC-B act – GC-B (human) receptor activation; 370,000 tested, 0.11% active; AID 1920062; activation, % at 10 µM; HEK293-GC-B cells, CNP EC30, cGMP TR-FRET; 0% at EC30 CNP, 100% saturating CNP; P20594;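 active means activation at 10 µM reaching about 35% in either raw or pattern-adjusted values, limit read from the data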
ADAM10 inh – ADAM10 inhibition, QFRET primary screen. 370,000 tested, 0.62% active. inhibition, % at 7 µM. recombinant ADAM10, EDANS/DABCYL FRET peptide cleavage, 3 h;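 active means inhibition above a per-campaign cutoff equal to the mean of compounds falling between control-based bounds plus 3 SD, cut at about 20% in these data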;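 further: 0% = DMSO wells while the 100% control is not disclosed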
Target sequence (O14672 214-748 limits assumed): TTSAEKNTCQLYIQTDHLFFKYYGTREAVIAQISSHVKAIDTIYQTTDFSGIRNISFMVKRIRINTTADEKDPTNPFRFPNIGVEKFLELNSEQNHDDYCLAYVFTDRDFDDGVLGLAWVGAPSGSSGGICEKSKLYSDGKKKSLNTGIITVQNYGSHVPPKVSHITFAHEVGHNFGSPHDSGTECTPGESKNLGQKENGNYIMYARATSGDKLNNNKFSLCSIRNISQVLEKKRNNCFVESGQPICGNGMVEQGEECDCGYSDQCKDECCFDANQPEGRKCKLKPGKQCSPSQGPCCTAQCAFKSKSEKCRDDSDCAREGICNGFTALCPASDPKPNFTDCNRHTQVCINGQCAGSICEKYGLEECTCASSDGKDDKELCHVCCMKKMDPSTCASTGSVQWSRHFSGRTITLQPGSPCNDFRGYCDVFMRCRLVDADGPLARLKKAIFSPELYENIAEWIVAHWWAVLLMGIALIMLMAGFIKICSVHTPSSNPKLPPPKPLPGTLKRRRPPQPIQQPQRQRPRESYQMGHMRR
NPR1 activator – GC-A (human) enzyme activation; P16066; HEK293 GC-A cells, cGMP TR-FRET, EC30 ANP; 0% at EC30 ANP, 100% saturating ANP; activation, % at 10 µM; 370,000 tested, 0.14% active; in the data active means activation above about 40%
Tn6 DDE FP – inhibitors of Tn6 peptide binding to human fibrin DD(E); P02675; Fibrin DD(E) TRITC-Tn6 fluorescence polarization displacement; inhibition, % at 8.3 µM; 370,000 tested, 0.21% active;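 active means inhibition above a per-campaign cutoff: mean of compounds within control limits plus 3 SD, cut at about 15% in these data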;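 further: 0% = median of all compound wells on the plate and 100% = blocking peptide control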
ARFGAP1 inhibitor – rat ARFGAP1 inhibition | Arfgap1-stimulated ARF1 GTP hydrolysis, GDP FP detection | inhibition, % at 16.5 µM | 360,000 tested, 0.26% active | AID 651572;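 active means inhibition above a per-plate limit, mean inhibition of low control wells plus 3 SD, cut at about 25% in these data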;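 further: 0% = DMSO wells with enzyme and 100% = wells lacking Arfgap1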
Target sequence (Q62848 1-136 limits assumed): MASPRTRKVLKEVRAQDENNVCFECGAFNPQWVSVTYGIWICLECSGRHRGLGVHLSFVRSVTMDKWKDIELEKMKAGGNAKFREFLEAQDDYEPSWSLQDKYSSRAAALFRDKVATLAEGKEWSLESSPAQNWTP
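Assay system: Rat Arfgap1 GAP domain (His6, aa 1-136), purified enzyme | Buffer or medium: HEPES 25 mM pH 7.5, NaCl 150 mM, MgCl2, DTT | Schedule: GTP hydrolysis reaction 2 h at 25 °C | Signal: FP of antibody-bound GDP Alexa 633 tracer, ex 620/em 688 nm | Measure: Percent inhibition of Arfgap1-stimulated GTP hydrolysis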
rCAG RNA binder – molecules binding r(CAG) RNA repeats; r(CAG) RNA repeat, TO-PRO-1 dye displacement fluorescence; inhibition, % at 3 µM; 370,000 tested, 1.3% active; AID 651821;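 active means inhibition above the plate cutoff, the mean of all test compounds on that plate plus 3 SD, cut at about 35% in these data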;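 further: 0% = DMSO alone and 100% = 100 µM mitoxantrone as full dye displacement; higher means more dye released from RNA so lower well fluorescence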
sPLA2-III inh – Inhibits HGIII-sPLA2 liposome hydrolysis, primary screen. 370,000 tested, 0.56% active. AID 743126. QFRET BODIPY PC-A2 liposome hydrolysis, fluorescence. Q9NZ20. inhibition, % at 12.2 µM;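 active means inhibition above mean plus 3 SD of compounds lying within the high and low control bounds, cut at about 19% in these data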;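 further: 0% = median of test compound wells and 100% = no enzyme DMSO wells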
ASAP1 GAP inh – inhibitors of human ASAP1 ArfGAP activity. Q9ULH1. AID 624377. 360,000 tested, 0.19% active. inhibition, % at 16.5 µM. ASAP1-stimulated ARF1 GTP hydrolysis, GDP FP detection; in the data active means inhibition above about 25%;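 further: 0% = vehicle with enzyme and substrate and 100% = no enzyme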
Target sequence (Q9ULH1 325-724 limits assumed): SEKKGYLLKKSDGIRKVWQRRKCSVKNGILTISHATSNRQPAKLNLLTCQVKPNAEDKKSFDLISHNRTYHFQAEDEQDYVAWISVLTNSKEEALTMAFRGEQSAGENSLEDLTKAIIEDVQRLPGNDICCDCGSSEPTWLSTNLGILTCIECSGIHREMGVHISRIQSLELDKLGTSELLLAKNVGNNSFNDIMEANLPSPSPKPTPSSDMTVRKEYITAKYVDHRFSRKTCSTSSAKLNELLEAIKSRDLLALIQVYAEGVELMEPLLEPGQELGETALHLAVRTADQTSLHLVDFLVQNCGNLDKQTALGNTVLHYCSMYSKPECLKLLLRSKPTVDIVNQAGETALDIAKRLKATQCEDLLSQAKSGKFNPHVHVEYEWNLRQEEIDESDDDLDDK
FXN GAA850 act – activators of GAA850 frataxin (FXN) promoter; HEK293 lucGAA850 FXN promoter luciferase reporter, 24 h; percent of 10 µM SAHA response; activation, % at 6 µM; 360,000 tested, 0.56% active; AID 540364;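 active means activation above the average of all compounds screened plus 3 SD, cutoff fixed separately per campaign, cut at about 7.5% in these data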;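 further: 0% = DMSO wells and 100% = 10 µM SAHA wells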
An asterisk follows results filed as active.

How did CCOC(=O)N1CCN(C(=O)C[C@@H]2C[C@@]3(C(=O)OCC)CCC=C3N(Cc3cccc4ccccc34)C2=O)CC1 do in these assays?
proKLK7 act: 0.7; GC-B act: -2; ADAM10 inh: 0; NPR1 activator: 3; Tn6 DDE FP: 2; ARFGAP1 inhibitor: -6; rCAG RNA binder: 6; sPLA2-III inh: -11; ASAP1 GAP inh: -2

Results for Cc1ccc(NC(=O)c2c(C(=O)Nc3ccccc3)sc3nc(C)cc(=O)n23)cc1 ?
proKLK7 act: -0.2; GC-B act: -3; ADAM10 inh: -3; NPR1 activator: -1; Tn6 DDE FP: 8; ARFGAP1 inhibitor: 0; rCAG RNA binder: 8; sPLA2-III inh: -5; ASAP1 GAP inh: -2; FXN GAA850 act: -0.9

What do the screens show for `Cn1c(CNC(=O)c2ccc(F)cc2)nc2ccccc21`?
proKLK7 act: 0.1; GC-B act: -1; ADAM10 inh: -17; NPR1 activator: 0; Tn6 DDE FP: -1; ARFGAP1 inhibitor: -9; rCAG RNA binder: 0; sPLA2-III inh: -4; ASAP1 GAP inh: 3; FXN GAA850 act: -0.6

What do the screens show for `CCOC(=O)COc1ccc(S(=O)(=O)c2ccc(OCC(=O)OCC)cc2)cc1`?
proKLK7 act: -0.1; GC-B act: -2; ADAM10 inh: -3; NPR1 activator: 4; Tn6 DDE FP: 7; ARFGAP1 inhibitor: -7; rCAG RNA binder: -9; sPLA2-III inh: -17; ASAP1 GAP inh: -10; FXN GAA850 act: 2.2

How did Cn1c(N)c(C(=O)COc2ccc(Cl)cc2Cl)c(=O)n(C)c1=O do in these assays?
proKLK7 act: 0.0; GC-B act: -1; ADAM10 inh: -7; NPR1 activator: 16; Tn6 DDE FP: 7; ARFGAP1 inhibitor: 6; rCAG RNA binder: -3; sPLA2-III inh: -3; ASAP1 GAP inh: 8; FXN GAA850 act: -1.6

What do the screens show for `Cc1ccc(S(=O)(=O)Nc2nncs2)cc1`?
proKLK7 act: 0.0; GC-B act: 2; ADAM10 inh: -6; NPR1 activator: 0; Tn6 DDE FP: 0; ARFGAP1 inhibitor: -1; rCAG RNA binder: 1; sPLA2-III inh: 7; ASAP1 GAP inh: 7; FXN GAA850 act: -1.6

What do the screens show for `COc1ccc(CCN=C(N)Nc2nc(C)cc(C)n2)cc1`?
proKLK7 act: 0.5; GC-B act: -3; ADAM10 inh: -5; NPR1 activator: 0; Tn6 DDE FP: 8; ARFGAP1 inhibitor: -10; rCAG RNA binder: 15; sPLA2-III inh: -3; ASAP1 GAP inh: -15; FXN GAA850 act: 1.3

How did Cc1nn(-c2ccc(N3CCOCC3)nn2)c(C)c1CCC(=O)Nc1ccccc1 do in these assays?
proKLK7 act: -0.2; GC-B act: 3; ADAM10 inh: 0; NPR1 activator: 0; Tn6 DDE FP: -1; ARFGAP1 inhibitor: 5; rCAG RNA binder: -4; sPLA2-III inh: -5; ASAP1 GAP inh: 4; FXN GAA850 act: 0.5

What do the screens show for `O=C(O)C(NS(=O)(=O)c1ccc(F)cc1)c1ccccc1` (stereo not drawn)?
proKLK7 act: -0.2; GC-B act: 9; ADAM10 inh: 12; NPR1 activator: 1; Tn6 DDE FP: -4; ARFGAP1 inhibitor: 9; rCAG RNA binder: 3; sPLA2-III inh: 16; ASAP1 GAP inh: 15; FXN GAA850 act: 0.5

What do the screens show for `Cc1cc(OCCN2CCCC2)cc(C(C)C)c1`?
proKLK7 act: 0.2; GC-B act: 0; ADAM10 inh: 3; NPR1 activator: 0; Tn6 DDE FP: 7; ARFGAP1 inhibitor: -4; rCAG RNA binder: 5; sPLA2-III inh: -5; ASAP1 GAP inh: -6; FXN GAA850 act: -2.1

What do the screens show for `Cc1ccc(Cl)c(OCCCN(C)Cc2ccccc2)c1`?
proKLK7 act: -0.1; GC-B act: -13; ADAM10 inh: -4; NPR1 activator: -5; Tn6 DDE FP: 2; ARFGAP1 inhibitor: 2; rCAG RNA binder: -13; sPLA2-III inh: -2; ASAP1 GAP inh: 6; FXN GAA850 act: 0.6

How did CN(N)c1nc(-c2ccccc2)cc(-c2ccccc2)n1 do in these assays?
proKLK7 act: 2.5; GC-B act: -4; ADAM10 inh: -68; NPR1 activator: -17; Tn6 DDE FP: -5; ARFGAP1 inhibitor: 3; rCAG RNA binder: 6; sPLA2-III inh: 5; ASAP1 GAP inh: -8; FXN GAA850 act: 2.6

Results for CCOC(=O)C1CCN(C(=O)c2sc3nc(-c4ccc(F)cc4)cn3c2C)CC1 ?
proKLK7 act: 0.4; GC-B act: 15; ADAM10 inh: -3; NPR1 activator: 10; Tn6 DDE FP: 1; ARFGAP1 inhibitor: 11; rCAG RNA binder: 4; sPLA2-III inh: -3; ASAP1 GAP inh: -11; FXN GAA850 act: 1.2

How did CN(C(=O)c1cccc(NC(=O)Cc2ccc(NC(=O)C3CCN(C(=O)C4CCC4)CC3)cc2)c1)C1CCC1 do in these assays?
proKLK7 act: 0.5; GC-B act: -4; ADAM10 inh: 4; NPR1 activator: -4; Tn6 DDE FP: 2; ARFGAP1 inhibitor: 11; rCAG RNA binder: 2; sPLA2-III inh: 3; ASAP1 GAP inh: 7; FXN GAA850 act: -2.4

What do the screens show for `CCCn1c(SCC(=O)OCc2ccccc2)nc2c1c(=O)n(C)c(=O)n2C`?
proKLK7 act: -0.6; GC-B act: 2; ADAM10 inh: -2; NPR1 activator: -1; Tn6 DDE FP: 2; ARFGAP1 inhibitor: 4; rCAG RNA binder: -9; sPLA2-III inh: -3; ASAP1 GAP inh: -4; FXN GAA850 act: -0.3

Results for CCN1CCN(Cc2c(O)ccc3c(C)cc(=O)oc23)CC1 ?
proKLK7 act: 44*; GC-B act: 7; ADAM10 inh: inactive; NPR1 activator: 1; Tn6 DDE FP: -9; ARFGAP1 inhibitor: 9; rCAG RNA binder: -2; sPLA2-III inh: 4; ASAP1 GAP inh: 11; FXN GAA850 act: -1.1

Results for Cc1nc(NC(=O)CSc2nnc(C3CC3)n2C)sc1C(=O)N(C)C ?
proKLK7 act: -0.2; GC-B act: 3; ADAM10 inh: 0; NPR1 activator: 5; Tn6 DDE FP: -6; ARFGAP1 inhibitor: 13; rCAG RNA binder: -3; sPLA2-III inh: 3; ASAP1 GAP inh: -15; FXN GAA850 act: -0.4

What do the screens show for `CCn1c(SCc2ccccc2)nnc1C1CCCCC1`?
proKLK7 act: 0.5; GC-B act: 5; ADAM10 inh: -8; NPR1 activator: 1; Tn6 DDE FP: 11; ARFGAP1 inhibitor: -8; rCAG RNA binder: -1; sPLA2-III inh: 13; ASAP1 GAP inh: -19; FXN GAA850 act: 3.7

How did CCOc1c(OC(C)=O)ccc(/C=C/c2ccc3cccc(OC)c3n2)c1[N+](=O)[O-] do in these assays?
proKLK7 act: -0.4; GC-B act: 7; ADAM10 inh: 16; NPR1 activator: 4; Tn6 DDE FP: 0; ARFGAP1 inhibitor: 4; rCAG RNA binder: 14; sPLA2-III inh: -28; ASAP1 GAP inh: 14; FXN GAA850 act: -2.1

What do the screens show for `O=C(c1ccco1)N1CCN(/C(=N/S(=O)(=O)c2cccs2)c2ccccc2Cl)CC1`?
proKLK7 act: 0.1; GC-B act: 4; ADAM10 inh: -8; NPR1 activator: -2; Tn6 DDE FP: -3; ARFGAP1 inhibitor: 5; rCAG RNA binder: 4; sPLA2-III inh: 4; ASAP1 GAP inh: -3; FXN GAA850 act: 0.9

What do the screens show for `CC(C)CCC1(C)NC(=O)N(CC(=O)c2ccc[nH]2)C1=O` (stereo not drawn)?
proKLK7 act: -0.2; GC-B act: -4; ADAM10 inh: -6; NPR1 activator: 1; Tn6 DDE FP: -6; ARFGAP1 inhibitor: -2; rCAG RNA binder: 14; sPLA2-III inh: 6; ASAP1 GAP inh: -2; FXN GAA850 act: 0.4

What do the screens show for `Cc1cc(C)c2nc(NC(=O)c3ccco3)sc2c1`?
proKLK7 act: 0.6; GC-B act: -7; ADAM10 inh: -16; NPR1 activator: 1; Tn6 DDE FP: 0; ARFGAP1 inhibitor: 1; rCAG RNA binder: 3; sPLA2-III inh: -8; ASAP1 GAP inh: 0; FXN GAA850 act: 0.6

Results for Cc1ccc(-c2nc3cnccn3c2Nc2ccc3c(c2)OCO3)o1 ?
proKLK7 act: 1.9; GC-B act: 17; ADAM10 inh: -22; NPR1 activator: 18; Tn6 DDE FP: 10; ARFGAP1 inhibitor: -8; rCAG RNA binder: 6; sPLA2-III inh: 3; ASAP1 GAP inh: 5; FXN GAA850 act: 2.9

Results for CCn1c(SCC(=O)Nc2nccs2)nnc1-c1ccncc1 ?
proKLK7 act: 0.1; GC-B act: 7; ADAM10 inh: -11; NPR1 activator: 0; Tn6 DDE FP: -2; ARFGAP1 inhibitor: -4; rCAG RNA binder: 1; sPLA2-III inh: 3; ASAP1 GAP inh: 4; FXN GAA850 act: -1.8

What do the screens show for `NS(=O)(=O)c1ccc(N2CCCC2=O)c([N+](=O)[O-])c1`?
proKLK7 act: 0.2; GC-B act: 0; ADAM10 inh: 4; NPR1 activator: 1; Tn6 DDE FP: -3; ARFGAP1 inhibitor: 4; rCAG RNA binder: -2; sPLA2-III inh: 3; ASAP1 GAP inh: 8; FXN GAA850 act: 2.5

Results for COc1ccc(CC2NCCC3=CC(=O)CCC32)cc1O (stereo not drawn) ?
proKLK7 act: 1.0; GC-B act: 7; ADAM10 inh: -17; NPR1 activator: -1; Tn6 DDE FP: -2; ARFGAP1 inhibitor: 11; rCAG RNA binder: 10; sPLA2-III inh: -2; ASAP1 GAP inh: 9; FXN GAA850 act: 0.6

What do the screens show for `O=C(c1cc2ccccc2cc1O)N1CCN(c2ccccn2)CC1`?
proKLK7 act: -7.6; GC-B act: 2; ADAM10 inh: 0; NPR1 activator: -1; Tn6 DDE FP: 3; ARFGAP1 inhibitor: 9; rCAG RNA binder: 2; sPLA2-III inh: -35; ASAP1 GAP inh: 15; FXN GAA850 act: 0.1

How did CCN1CCCC1CNC(=O)CN(C)S(=O)(=O)c1ccc(Cl)cc1 (stereo not drawn) do in these assays?
proKLK7 act: 0.6; GC-B act: 0; ADAM10 inh: -5; NPR1 activator: 3; Tn6 DDE FP: -2; ARFGAP1 inhibitor: 8; rCAG RNA binder: 0; sPLA2-III inh: 5; ASAP1 GAP inh: -4; FXN GAA850 act: 1.8

Results for Cc1ccc(NC(=O)CN(C)C(=O)CSc2nncn2C)cc1 ?
proKLK7 act: -0.4; GC-B act: -2; ADAM10 inh: 1; NPR1 activator: 2; Tn6 DDE FP: 1; ARFGAP1 inhibitor: 8; rCAG RNA binder: 1; sPLA2-III inh: 0; ASAP1 GAP inh: 1; FXN GAA850 act: 3.0

What do the screens show for `c1ccc(NC2=Nc3ccccc3CS2)cc1`?
proKLK7 act: -0.9; GC-B act: 9; ADAM10 inh: 9; NPR1 activator: 10; Tn6 DDE FP: 5; ARFGAP1 inhibitor: 13; rCAG RNA binder: 5; sPLA2-III inh: -2; ASAP1 GAP inh: 0; FXN GAA850 act: 7.2
